# tuberculosis growth – growth inhibition of non-replicating M. tuberculosis (AID 488890); hit rate 0.39% among 320,000; inhibition, % at 25 µM, or IC50 in µM where a hit was titrated; Mycobacterium tuberculosis non-replicating, growth inhibition; higher % means a stronger effect; in the data active = a potency from the dose series; inconclusive = inhibition mostly from about 82% at the one dose, without a potency; inactive = the rest, 99 in 100 with inhibition below about 76%;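 also: plate controls were DMSO cells for no effect and high antibiotic wells for full effect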
# VEEV TC-83 Vero – inhibitors of VEEV TC-83 cytopathic effect, confirmation, Vero cells (AID 588727) | one-dose inhibition, % at 20 µM; IC50 in µM for titrated hits | hit rate 0.13% among 350,000 | Vero cells, VEEV TC-83 cytopathic effect inhibition; higher % means a stronger effect; in the data active = a potency from the dose series; inconclusive = inhibition mostly from about 14% at the one dose, without a potency; inactive = the rest, 99 in 100 with inhibition below about 12%; also: strong numbers were not always called active
# PhoP GFP inhibition – PhoP regulon inhibitors, Salmonella typhi PhoP promoter GFP reporter, confirmatory (AID 1850); hit rate 0.33% among 310,000; Salmonella Typhi PhoP-promoter GFP reporter, fluorescence, 4 h; higher % means a stronger effect; one-dose inhibition, % at 50 µM; IC50 in µM for titrated hits; in the data active = a potency from the dose series; inconclusive = inhibition mostly from about 25% at the one dose, without a potency; inactive = the rest, 99 in 100 with inhibition below about 19%;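 also: 0% = induced wells with vehicle and 100% = uninduced wells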
# M. tuberculosis HTS – M. tuberculosis growth inhibition, HTS (AID 449762). M. tuberculosis H37Rv growth inhibition, 7H9 media; higher % means a stronger effect. inhibition, % at 25 µM; hits with a dose series show IC50 in µM. hit rate 0.59% among 330,000; in the data active = a potency from the dose series; inconclusive = inhibition above about 70% without an active follow-up result;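 also: bacterial growth assessed after seven days of incubation; strong numbers were not always called active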
# influenza NS1A – NS1A inhibition, H1N1 influenza, cell based functional assay (AID 504329) | NS1A functional cell-based assay, percent inhibition; higher % means a stronger effect | one-dose inhibition, % at 12.5 µM; IC50 in µM for titrated hits | hit rate 0.3% among 340,000; in the data active = a potency from the dose series; inconclusive = inhibition above about 27% without an active follow-up result; also: strong numbers were not always called active
# Active calls of the source: *; i = inactive; ? = inconclusive; . = no result given.
[1] COc1ccc(/C=N/NC(=O)C(=O)NCC2CCCO2)cc1 (stereo unspecified)
[2] N/C(=N\NS(=O)(=O)c1cc(C(F)(F)F)cc(C(F)(F)F)c1)c1ccccn1
[3] O=c1cc(C(F)(F)F)[nH]c2ccccc12
[4] Cc1ccc(N=Nc2c(C)[nH][nH]c2=O)c(C)c1
[5] CNc1nc(Cl)c(SC)c(NC2CCCCC2)n1
[6] CN(C)S(=O)(=O)c1cc([N+](=O)[O-])ccc1N1CCCCCC1
[7] COc1ccc(NS(=O)(=O)c2ccc(NC(=S)NC(=O)/C=C/c3ccc(C)cc3)cc2)nn1
[8] CCOC(=O)c1c(-c2ccc(-c3ccccc3)cc2)csc1NC(=O)CCC(=O)O
Compound,1,2,3,4,5,6,7,8
tuberculosis growth,19%,-22%,.,21%,5%,15%,45%,-7%
VEEV TC-83 Vero,i,1.0%,i,8.6%,0.0%,0.1%,2.9%,0.8%
PhoP GFP inhibition,-1%,-4%,-9%,-6%,-3%,1%,-5%,-3%
M. tuberculosis HTS,-5%,0%,0%,-4%,7%,-1%,-5%,8%
influenza NS1A,-1%,-1%,-2%,2%,-4%,10%,3%,-9%

[9] Cc1ccc(NC(=O)c2ccc(Cl)cc2[N+](=O)[O-])nc1
[10] CN1CCN(C(=O)C2C3C=CC(C3)C2C(=O)O)CC1 (stereo unspecified)
[11] O=c1cc(CSc2nnnn2-c2ccccc2)nc(Nc2ccc(F)cc2)[nH]1
[12] Cc1[nH]c2ccccc2c1/C=N/Nc1ccc(F)cc1F
[13] Cc1ccc(-n2nc3c(=O)n(CC(=O)NCc4ccccc4)nc(C)c3c2C)cc1
[14] CN(Cc1ccccc1F)C(=O)CN1c2cccc3cccc(c23)S1(=O)=O
[15] COCCN(Cc1ccccc1)P(=O)(O)c1ccccc1OCC(=O)O
[16] Cc1cccc(N(C2C=CS(=O)(=O)C2)S(=O)(=O)c2ccccc2)c1 (stereo unspecified)
Compound,9,10,11,12,13,14,15,16
tuberculosis growth,11%,7%,8%,56%,-14%,-1%,2%,1%
VEEV TC-83 Vero,i,1.6%,i,.,0.7%,13%,1.6%,i
PhoP GFP inhibition,-10%,3%,-6%,1%,1%,1%,-6%,5%
M. tuberculosis HTS,4%,-3%,8%,3%,3%,-1%,-1%,-4%
influenza NS1A,0%,1%,-2%,.,3%,-5%,-10%,7%

[17] Fc1ccccc1C1CCN(Cc2nc(CC3CC3)no2)C1 (stereo unspecified)
[18] CCc1ccc(O)c(N=Cc2ccccc2O)c1
[19] CCn1c(SCC(=O)c2ccccc2)nnc1-c1cc2cc(Br)ccc2o1
[20] CCOc1ccc(NS(=O)(=O)c2ccc(SC)cc2)cc1
[21] COc1ccc(N(C(C)C(=O)N2CCC(Cc3ccccc3)CC2)S(C)(=O)=O)cc1 (stereo unspecified)
[22] COc1ccc(CNC(=O)C2CCN(S(=O)(=O)c3cccc(C(F)(F)F)c3)CC2)cc1
[23] Cc1ccc(SCc2cc(=O)[nH]c(N3CCN(Cc4ccc5c(c4)OCO5)CC3)n2)cc1
[24] COc1ccc(N(C)S(=O)(=O)c2ccc3c(c2)CCN3C(=O)C2CC2)c(OC)c1
Compound,17,18,19,20,21,22,23,24
tuberculosis growth,19%,?,6%,6%,28%,.,14%,18%
VEEV TC-83 Vero,1.7%,0.3%,0.8%,0.2%,i,2.1%,0.1%,8.5%
PhoP GFP inhibition,6%,1%,0%,7%,-1%,.,-6%,-5%
M. tuberculosis HTS,-10%,0%,-1%,-6%,1%,.,14%,-2%
influenza NS1A,-18%,-13%,0%,-22%,-1%,4%,4%,8%

[25] Cc1c(NC(=O)N2CCCCCC2)c(=O)n(-c2ccccc2)n1C
[26] CCn1c(C)nc2cc(C(=O)N/N=C/c3ccc(N4CCOCC4)cc3)ccc21
[27] O=C(Cc1cccc(NC(=O)C2CCCN(C(=O)C3CCC3)C2)c1)Nc1cccc(C(=O)N2CCOCC2)c1 (stereo unspecified)
[28] C=CCn1c(SCC(=O)N(C)C2CCS(=O)(=O)C2)nc2ccccc2c1=O (stereo unspecified)
[29] CC1CC(C)CN(C(=O)CSc2nnc(CSc3ncccn3)n2C)C1 (stereo unspecified)
[30] Cc1c(Br)ccc(NC(=O)Cn2nc(-c3cccs3)ccc2=O)c1C
[31] Cc1ccc2nc(NC(=O)CN3CCOCC3)sc2c1
[32] Cc1nn(C(C)C(=O)NNC(=S)Nc2ccc(F)cc2)c(C)c1[N+](=O)[O-] (stereo unspecified)
Compound,25,26,27,28,29,30,31,32
tuberculosis growth,-19%,33%,.,-14%,9%,2%,-10%,-1%
VEEV TC-83 Vero,0.7%,1.8%,0.1%,0.5%,1.1%,0.7%,0.4%,2.7%
PhoP GFP inhibition,5%,2%,.,3%,-4%,-18%,-9%,9%
M. tuberculosis HTS,-5%,37%,.,-3%,2%,0%,-11%,-2%
influenza NS1A,-3%,0%,-14%,-16%,6%,3%,6%,6%

[33] Cc1ccc(S(=O)(=O)NCc2ccccc2)cc1C(=O)NC1CCC(C)CC1 (stereo unspecified)
[34] Cn1c(C(=O)N2CCCC(C(=O)NCCc3ccccc3)C2)cc2sccc21 (stereo unspecified)
[35] O=C(/C=C/c1ccco1)Nc1cccnc1
[36] Cc1nnc(SC(C)C)n(N)c1=O
[37] CC(Sc1nc2sccc2c(=O)n1-c1ccccc1)C(N)=O (stereo unspecified)
[38] CCCC(=O)OCCNC(=O)c1cc2ccccc2oc1=O
[39] Cc1ccc(-n2nc3c(c2NC(=O)c2cccs2)CS(=O)(=O)C3)c(C)c1
[40] CN(C)c1nnnn1-c1ccc(Cl)cc1Cl
Compound,33,34,35,36,37,38,39,40
tuberculosis growth,3%,19%,22%,-3%,-8%,-15%,10%,6%
VEEV TC-83 Vero,5.4%,i,1.4%,0.1%,2.2%,7.7%,0.6%,0.1%
PhoP GFP inhibition,-7%,12%,-5%,0%,8%,-5%,-6%,-5%
M. tuberculosis HTS,-4%,5%,-1%,2%,-2%,-3%,-2%,-2%
influenza NS1A,-5%,-3%,12%,4%,2%,-40%,-2%,-7%

[41] O=C(NCC1CCCO1)c1cccnc1NCc1ccc(F)cc1 (stereo unspecified)
[42] O=c1onc(-c2ccccc2)c2ccccc12
[43] CCCN(C(=O)c1ccc2c(SCC(=O)O)c3c(nc2c1)CCC3)c1cccc(C)c1
[44] O=c1[nH]nc(-c2ccc(OCc3ccc(Cl)cc3Cl)cc2)o1
[45] CCn1c(CCNC(=O)c2cccs2)n[nH]c1=S
[46] Cc1cc(C)cc(NC(=O)CSc2nc(=O)n3cc(C)ccc3n2)c1
[47] CCOC(=O)C1CCN(C(=O)c2cc(S(=O)(=O)N3CCOCC3)c(Cl)cc2Cl)CC1
[48] Cc1c(NC(=O)CSc2ccc(Cl)cc2)cccc1-c1nc2cc(Cl)ccc2o1
Compound,41,42,43,44,45,46,47,48
tuberculosis growth,9%,5%,8%,-3%,-4%,-10%,-2%,-4%
VEEV TC-83 Vero,i,0.9%,0.3%,2.1%,i,7.3%,1.6%,0.3%
PhoP GFP inhibition,4%,5%,-3%,1%,-17%,6%,-12%,-8%
M. tuberculosis HTS,6%,-17%,-2%,5%,-8%,-1%,-4%,0%
influenza NS1A,8%,1%,0%,-1%,-5%,-5%,6%,3%

# Two compounds from above, limited to PhoP GFP inhibition and tuberculosis growth.
entry	canonical_smiles	PhoP GFP inhibition	tuberculosis growth
46	Cc1cc(C)cc(NC(=O)CSc2nc(=O)n3cc(C)ccc3n2)c1	6%	-10%
47	CCOC(=O)C1CCN(C(=O)c2cc(S(=O)(=O)N3CCOCC3)c(Cl)cc2Cl)CC1	-12%	-2%

# Carrying on.
[49] CC1Cc2ccccc2N1C(=O)CSc1nnnn1C(C)C (stereo unspecified)
[50] c1ccc(-c2noc(-c3ccc4c(c3)OCO4)n2)cc1
[51] CC(C)C[C@H](NC(=O)c1nc[nH]c1C(=O)NCC(=O)OCc1ccccc1)C(=O)OCc1ccccc1
[52] O=C(c1cc2cc(Br)ccc2[nH]1)N1CCc2ccccc21
[53] COc1cccc(CN2CC(C(=O)NCCc3ccc(C)o3)CCC2=O)c1 (stereo unspecified)
[54] O=C(COc1ccccc1)N/N=C/c1cc2c(cc1[N+](=O)[O-])OCO2
[55] Cc1ccc(CNC(=O)COC(=O)C2CCC2)cc1
[56] Cc1oc2c(c1C(=O)O)C(=O)c1ccccc1C2=O
Compound,49,50,51,52,53,54,55,56
tuberculosis growth,3%,48%,53%,4%,4%,26%,76%,.
VEEV TC-83 Vero,0.8%,i,2.5%,1.2%,1.2%,0.9%,3.5%,7.7%
PhoP GFP inhibition,-12%,-9%,-6%,0%,0%,-6%,.,20%
M. tuberculosis HTS,1%,5%,-4%,4%,-5%,-2%,0%,2%
influenza NS1A,4%,-14%,-6%,0%,-8%,1%,3%,-1%

[57] Cc1c(C=O)c2cc(OCc3ccccc3)ccc2n1C
[58] N#Cc1nc(COc2cccc(Cl)c2)oc1NCc1ccncc1
[59] Cc1occc1-c1nnc(SCC(=O)c2ccc(Cl)cc2)n1C
[60] CCN(CC)C(=O)Cn1cc(S(=O)(=O)CC(=O)NCc2ccc(C)cc2)c2ccccc21
[61] O=C(CCC1CCCCC1)Nc1c[nH]c(=O)[nH]c1=O
[62] OCCNC(=S)Nc1ccc2c(c1)OCCO2
[63] CCN(CC)S(=O)(=O)c1ccc(Cl)c(NC(=O)COC(=O)c2ccc([N+](=O)[O-])o2)c1
[64] O=C(COc1ccc(Cl)cc1)NNC(=O)c1ccccc1C(=O)O
Compound,57,58,59,60,61,62,63,64
tuberculosis growth,33%,11%,42%,-8%,-7%,-5%,?,-10%
VEEV TC-83 Vero,0.5%,1.3%,3.0%,0.2%,1.1%,3.3%,3.0%,2.6%
PhoP GFP inhibition,-3%,3%,5%,-1%,2%,9%,2%,-5%
M. tuberculosis HTS,-3%,7%,-2%,-2%,-1%,-1%,1%,-7%
influenza NS1A,-3%,17%,8%,-12%,0%,-1%,-4%,-11%

[65] CCOc1ccc2nc(NC(=O)C3=NNC(=O)CC3)sc2c1
[66] CN1C(=O)C(=Cc2ccc(N3CCOCC3)c([N+](=O)[O-])c2)C(=O)N(C)C1=O
[67] Nc1nc(-c2ccco2)nn1C(=O)c1ccccc1
[68] N#CC1=C(N)Oc2cc3c(cc2C1c1ccc(Cl)cc1)OCO3 (stereo unspecified)
Compound,65,66,67,68
tuberculosis growth,9%,-15%,-10%,6%
VEEV TC-83 Vero,2.8%,.,1.0%,4.2%
PhoP GFP inhibition,31%,-10%,-5%,-14%
M. tuberculosis HTS,2%,3%,2%,11%
influenza NS1A,-12%,.,-4%,5%

# Of the compounds above, these contain a Cl atom:
[5] CNc1nc(Cl)c(SC)c(NC2CCCCC2)n1
[9] Cc1ccc(NC(=O)c2ccc(Cl)cc2[N+](=O)[O-])nc1
[40] CN(C)c1nnnn1-c1ccc(Cl)cc1Cl
[44] O=c1[nH]nc(-c2ccc(OCc3ccc(Cl)cc3Cl)cc2)o1
[47] CCOC(=O)C1CCN(C(=O)c2cc(S(=O)(=O)N3CCOCC3)c(Cl)cc2Cl)CC1
[48] Cc1c(NC(=O)CSc2ccc(Cl)cc2)cccc1-c1nc2cc(Cl)ccc2o1
[58] N#Cc1nc(COc2cccc(Cl)c2)oc1NCc1ccncc1
[59] Cc1occc1-c1nnc(SCC(=O)c2ccc(Cl)cc2)n1C
[63] CCN(CC)S(=O)(=O)c1ccc(Cl)c(NC(=O)COC(=O)c2ccc([N+](=O)[O-])o2)c1
[64] O=C(COc1ccc(Cl)cc1)NNC(=O)c1ccccc1C(=O)O
Compound,5,9,40,44,47,48,58,59,63,64
tuberculosis growth,5%,11%,6%,-3%,-2%,-4%,11%,42%,?,-10%
VEEV TC-83 Vero,0.0%,i,0.1%,2.1%,1.6%,0.3%,1.3%,3.0%,3.0%,2.6%
PhoP GFP inhibition,-3%,-10%,-5%,1%,-12%,-8%,3%,5%,2%,-5%
M. tuberculosis HTS,7%,4%,-2%,5%,-4%,0%,7%,-2%,1%,-7%
influenza NS1A,-4%,0%,-7%,-1%,6%,3%,17%,8%,-4%,-11%

[68] N#CC1=C(N)Oc2cc3c(cc2C1c1ccc(Cl)cc1)OCO3 (stereo unspecified)
Compound,68
tuberculosis growth,6%
VEEV TC-83 Vero,4.2%
PhoP GFP inhibition,-14%
M. tuberculosis HTS,11%
influenza NS1A,5%
